All columns: NCI-60 one-dose screen, growth in % after 48 h at 10 µM unless noted; 100 = growth as untreated, 0 = no growth, -100 = all killed.
HL-60(TB) = HL-60(TB) leukemia cells; 78,000 compounds, 9% hits; AID 1794776; active = growth percent below 10
Active calls of the source: *; & = joins results of further samples. Some of the compounds tested. The share of hits here may be higher or lower than overall.

Structure	HL-60(TB)
OCC[N+]1(Cc2ccccc2)CCC(C2CC[N+](CCO)(Cc3ccccc3)CC2)CC1 (stereo unspecified)	105
CCCCNC(C(=O)c1ccc(OC)cc1)c1ccc(OC)cc1 (stereo unspecified)	75
COc1ccc(C#N)cc1	137
CC1(C)[C@@H](O)CC[C@]2(C)[C@H]3CC[C@@H]4[C@H]5[C@H](C(=O)/C=C/c6ccc(C=O)cc6)CC[C@]5(CO)CC[C@@]4(C)[C@]3(C)CC[C@@H]12	114
COc1ccc(CC[N+](C)(C)C)cc1	71
NC(N)=N/N=C/c1cccc([N+](=O)[O-])c1	89
CC1(O)CCCC1O (stereo unspecified)	103
O=C1C2=C(Nc3cc(Cl)ccc3N2)OC1c1c[nH]c2ccc(COc3ccccc3)cc12 (stereo unspecified)	82
COc1ccc(COc2ccc(Nc3nc(N)nc4[nH]c5ccc(O)cc5c34)cc2)cc1	93
CCOc1ccc2c(c1)sc1nc(-c3ccccc3)c(-c3ccc(OC)cc3OC)n12	92
COC(=O)CCC(=O)Nc1cccc(C(F)(F)F)c1	98
CC(=O)c1cnn(-c2cc(=O)[nH]c3ccc(C)cc23)c1C	81

An excerpt taken from the entries so far:
Structure	HL-60(TB)
COC(=O)CCC(=O)Nc1cccc(C(F)(F)F)c1	98
CC(=O)c1cnn(-c2cc(=O)[nH]c3ccc(C)cc23)c1C	81

2 of the compounds above, field by field:
CC1(O)CCCC1O (stereo unspecified)
- HL-60(TB) = 103
O=C1C2=C(Nc3cc(Cl)ccc3N2)OC1c1c[nH]c2ccc(COc3ccccc3)cc12 (stereo unspecified)
- HL-60(TB) = 82

Fetched by structure from the list above:
Structure	HL-60(TB)
CC(=O)c1cnn(-c2cc(=O)[nH]c3ccc(C)cc23)c1C	81
CCCCNC(C(=O)c1ccc(OC)cc1)c1ccc(OC)cc1 (stereo unspecified)	75
NC(N)=N/N=C/c1cccc([N+](=O)[O-])c1	89
COc1ccc(COc2ccc(Nc3nc(N)nc4[nH]c5ccc(O)cc5c34)cc2)cc1	93
COc1ccc(CC[N+](C)(C)C)cc1	71
O=C1C2=C(Nc3cc(Cl)ccc3N2)OC1c1c[nH]c2ccc(COc3ccccc3)cc12 (stereo unspecified)	82

(more compounds)
Structure	HL-60(TB)
CC(C)(C)OC(=O)N1CCC2(CC1)Oc1ccccc1[C@H]1CC(c3ccc(Br)cc3)=NN12	64
CC(C)NC(=O)N1C(=O)CCC1NNC(=O)c1ccc([N+](=O)[O-])cc1 (stereo unspecified)	107
CC(=O)O[C@@H]1C2=C(C)C3(CC3)[C@@](C)(O)C(=O)C2=C[C@@]1(C)CO	-4.6*
O=C1C=CC(=O)N1c1ccc(Cc2ccc(N3C(=O)C=CC3=O)cc2)cc1	9.0*
COc1ccc(C2c3ccccc3NC(=O)N2C2CCN(C)CC2)c(OC)c1 (stereo unspecified)	93
O=C1CC(c2ccc(Cl)cc2)Cc2oc3cc(O)c(O)cc3c21 (stereo unspecified)	25
O=c1[nH]c2ccc(Oc3ncccn3)cc2c(=O)n1Cc1cccc(NC(=S)Nc2cccc(Cl)c2)c1	98
CCN(CC)CC#CCOC(=O)[C@]1(C)CCC[C@]2(C)[C@H]3C[C@H]4C(C(C)C)=C[C@]3(CC[C@H]21)[C@@H]1C(=O)CCC(=O)[C@@H]14	-36*
CC(C)=CCCC(C)c1ccc(C)c2c1OCN(CCCCCO)C2 (stereo unspecified)	52
O=C1NN(C(=O)c2ccc(Cl)cc2)C(c2ccccc2)=N/C1=C\c1ccc(F)cc1	-3.5*
CCN1CCC2(CC1)OC(c1ccccc1)C(c1ccccc1)O2 (stereo unspecified)	103
Cc1cccc(N(C)C(=S)Oc2ccc3ccccc3c2)c1	104&117
CCC(CC)COC(=O)CI	127
CCCCCCCCCCCCCCCC(=O)OC/C=C(C)/C=C/C=C(C)/C=C/C1=C(C)CCCC1(C)C	111
S=C(NNc1ncnc2ccccc12)Nc1ccccc1	93
C=CCC(=O)N[C@H](/C=C/C(=O)OCC)Cc1ccc(-c2cc(Cl)cc(Cl)c2)cc1	64
Clc1ccc(Cn2cc(CSc3nc4ccccc4s3)nn2)cc1Cl	95
COc1ccc(-c2cnc3sc(C(=O)NNC(=O)c4ccc(Br)cc4)c(C)n23)cc1	96
Nc1nnc(-c2cc(=O)oc3ccc4ccccc4c23)s1	99
O=C(CCl)Nc1ccc2c(Nc3cc(O)ccc3Cl)ncnc2c1	-53*
O=C(CCn1c[n+](CC(=O)c2ccc(-c3ccccc3)cc2)c2ccccc21)Nc1cccc2cccnc12	-42*
Cc1cc(SC#N)cc(C)c1O	70
CCO/C=N/C1=C(C#N)C(c2ccc(F)cc2)c2sc3c(C)cccc3c2O1 (stereo unspecified)	-23*
COC1=CC(=O)O[C@@H](CCc2ccccc2)C1	108
O=C(O)c1ccc(Cl)c2c1C(=O)c1ccccc1C2=O	103
c1ccc(C2Oc3ccccc3C3CC(c4ccco4)=NN32)cc1 (stereo unspecified)	108
COc1ccc2c(c1)c(-c1noc(-c3cn(C)c4ncc(Br)cc34)n1)cn2C	109
C=CCOc1cccc(/C=C/C(=O)c2sc(N)nc2C)c1	67
COc1cccc(/C(C)=C(\C)C2CC2CCNS(=O)(=O)c2ccc(C)cc2)c1 (stereo unspecified)	76
C[C@@H]1C(=O)[C@]23C[C@H]1CC[C@@]21C(=O)OC[C@]12C(=O)C=CC(C)(C)[C@H]2O3	94
OB([O][Hg][c]1ccccc1)[O][Hg][c]1ccccc1	-53*
O=C(Cn1cc(CSc2nc3ccccc3o2)nn1)Nc1cc(Cl)cc(Cl)c1	120
CSCCC1NC(=O)C(C(C)=Nc2ccccc2)=C1O (stereo unspecified)	117
CC1=C(CCN2CCN(c3ccccc3)CC2)C(=O)N2N=C(c3ccc(Cl)cc3)SC2N1 (stereo unspecified)	110
CC(O)CNC(Cc1ccccc1)c1ccc2c(c1)OCO2 (stereo unspecified)	96
CCC(=O)COC(C)=O	105
COc1cc(/C=C/C(=O)N2CCN(C(=O)c3cc(OC)c(OC)c(OC)c3)CC2)ccc1OCCCOc1cc2c(cc1OC)C(=O)N1CCC[C@H]1C=N2	-28*
CC(C[N+](C)(C)C)OC(N)=O (stereo unspecified)	101
CS(=O)(=O)c1ccc(-c2nc3ccccc3n2CC(=O)c2n[nH]c(=S)o2)cc1	99
N#Cc1nn(-c2ccccn2)c(N)c1C#N	96
O=C1NC(=O)/C(=C\c2ccccc2O)S1	101
COc1ccc(-c2cc(/C=C3\C(=O)Nc4cc(Cl)ccc43)[nH]n2)cc1	-12*
COC(=O)c1nc(N)nc(C(=O)OC)c1C(=O)c1ccncc1	118
O=C(NC1CCCCC1)N(c1ccccc1)c1nnc(-c2cccc([N+](=O)[O-])c2)s1	83
Cn1cc(-c2nonc2-c2c[nH]c3ccc(Br)cc23)c2cccnc21	93
COC(=O)C(Cc1cccc(-c2ccc(CO)nc2)c1)NC(=O)OCc1ccccc1 (stereo unspecified)	94
CCOC(=O)c1c[nH]c(CN)c1C	90
CC(C)c1nn(-c2ccccc2)c(-n2ccnc2)c1/C=N/NC(N)=S	93
O=C1/C(=C/c2ccccc2CO)NC(=S)N1c1ccccc1	95
CC(=O)Nc1ccc(NC(=O)CSc2nnc(Cc3ccccc3Nc3c(Cl)cccc3Cl)o2)cc1	99
C=C1CC[C@@H]2[C@](C)(COC(C)=O)[C@H](OC(C)=O)CC[C@@]2(C)[C@@H]1CC(Nc1ccc(S(=O)(=O)Nc2ccc(Cl)nn2)cc1)C1=CCOC1=O (stereo partly specified)	-17*
Cc1[nH]c(=O)[nH]c(=O)c1Br	129
Cc1cc(NC(=O)c2ccc(-c3ccccc3)cc2)no1	56
CCOC(=O)[C@@H]1CSC(CC)=C(C(=O)O)N1	-17*
Oc1ccc(/C=N/NC(=S)Nc2ccccc2)nc1	-8.8*
CCSc1nc(Cl)c(C#N)c(-c2ccc(F)cc2)n1	81
COC(=O)c1nnn(-c2cccc(C(F)(F)F)c2)c1N	76
Nc1ccc(S(=O)(=O)c2ccc(Cl)cc2)cc1	100
CC(O)COC(C)C (stereo unspecified)	96
CC(C)NC(=O)[C@H](O)[C@@H](N)Cc1ccccc1	102

(list continues)
Structure	HL-60(TB)
O=C1CCCc2nc3ccccc3c(/C=C/c3ccc(Br)cc3)c21	64
COc1ccc(/C=C\c2cc(OC)c(OC)c(OC)c2)cc1OCC(=O)Nc1ccc2nc(C)sc2c1	-5.2*
CN(C)c1ccc(/C=C/C(=O)c2ccc(NC(=O)CN3C(=O)NC(C)(c4ccccc4)C3=O)cc2)cc1 (stereo unspecified)	48
CC(C)c1ccc(C(=O)C2CC2)cc1	96
O=C(N/N=C/c1coc2ccccc2c1=O)c1cc2oc(-c3ccccc3)cc2[nH]1	99
C/C(=C(/c1ccc(Cl)cc1)c1ccc(OCCN)cc1)c1ccc(Cl)cc1	94
O=C(O)c1cc2cccc(S(=O)(=O)O)c2cc1O	88
COc1cc(CNc2oc(-c3ccccc3)c(-c3ccccc3)c2C#N)cc(CN2CCCCC2)c1O	76
CC(C)CSc1nc(NCCc2c[nH]c3ccccc23)c(C#N)c(-c2ccc(Cl)cc2)n1	48
Clc1ccc2nc[nH]c2c1	100
CN1CCC2(CC1)OCCCO2	83
O=c1ccc2nc(-c3ccccn3)nn(-c3ccccc3)c-2c1	31
CC(=O)c1ccc2[nH]c3ccccc3c2c1	88
CN(C)c1ccnc2c1ccn2C(=O)NS(=O)(=O)c1ccccc1	91
Cc1ccc2c(c1S(=O)(=O)Cl)C(=O)c1ccccc1C2=O	109
N#CC1=C(Nc2ccccc2)c2nc3ccccc3c(=O)n2C1	47
C/C(=N\NC(=O)Cn1c(C(C)C)nc2ccccc21)c1ccccc1C	93
c1ccc2cc(-c3cc(-c4ccc5c(c4)OCCO5)[nH]n3)ccc2c1	88
CSCCC(NS(=O)(=O)Cc1ccccc1)C(=O)O (stereo unspecified)	101&101
COc1ccc(/C=N/NC(=O)c2c(N)nn(C)c2Nc2ccccc2)cc1	15
OC12Cc3ccccc3C1=NN(c1ccccc1)C2c1ccccc1 (stereo unspecified)	97
COc1ccc(/C=C/c2nc3ccccc3n3c(-c4ccc(Cl)cc4)nnc23)cc1	72
C[C@]12CC[C@H]3[C@@H](CCC4=CC(=O)CC[C@@H]43)[C@@H]1CC[C@@H]2OC(=O)N(CCCl)N=O	-23*
Cc1ccc2nc(-c3ccc(N(C)C)c(Br)c3)cn2c1	37
CCCO/N=C/c1cccnc1	101
COc1ccc(CN2C(=O)/C(=C\c3cc(OC)c(OC)c(OC)c3)c3cc(OC)ccc32)cc1	-27*
CN1CCC2CC1c1cc(-c3ccc(C(F)(F)F)cc3)ccc12 (stereo unspecified)	112
O=[N+]([O-])c1cc([As](=O)(O)c2ccc(O)c([N+](=O)[O-])c2)ccc1O	94
c1ccc2c(c1)ccc1c2ccc2c3ccccc3ccc21	92
O=C1Nc2ccccc2/C1=N/N=C/c1cccnc1	98
O=C(c1ccccc1)C(CN1CCCCC1)c1ccccc1 (stereo unspecified)	-44*
COc1ccccc1C(=O)O	132
CCOc1ccc2c(c1)/C(=C\C=C\C1CC(C)C3CC(OCC)CCC3N1CC)CC(C)N2CC (stereo unspecified)	-36*
CCOC(=O)C1=CN(C)C=C(C(=O)OCC)C1c1cc(Br)c(OCC)c(OC)c1	67
Cc1nn(-c2nc(-c3ccccc3)c(C#N)c(=O)n2C)c(C)c1N=Nc1c(C)n(C)n(-c2ccccc2)c1=O	160
Cc1ccccc1-n1c(/C=C\c2ccccn2)nc2ccccc2c1=O	20
O=C(NNC(=O)c1cccc(Cl)c1)c1ccccc1	94
NS(=O)(=O)Oc1cccc(NC(=O)C23CC4CC(CC(C4)C2)C3)c1	96
O=c1oc(-c2ccc(Cl)cc2[N+](=O)[O-])nc2ccccc12	97
COc1ccc(-c2nnc(-c3cccnc3)o2)cc1	97
NC(=O)c1ccccc1N	93
O=C1CN2CCC1CC2	94
CCOC(=O)c1cc2c(n1Cc1ccc(OC)cc1)-c1nc(OC)c(S(=O)(=O)c3ccccc3)cc1CCC2	84
CCCC(NC(=O)CNC(=O)c1cccc(N2C(=O)/C(=C/c3ccccc3)SC2=S)c1)C(=O)O (stereo unspecified)	100
CN(C)c1ccc(/C=C\C(=O)c2ccccc2)cc1	76&82&77
O=c1[nH]cnc2c1ccn2C1OC(CO)C(O)C1O (stereo unspecified)	34
C=CC[Se]C(=O)c1ccc(C(=O)[Se]CC=C)s1	-32*
CCCCCCc1cn(CC(=O)Nc2nc3ccccc3s2)nn1	100
C#CCOC(=O)C(N)CSSCC(N)C(=O)O (stereo unspecified)	120
CCOC(=O)c1cccnc1Nc1ccc(NC(=O)CC(C)C)cc1	95
O=C(O)C(c1ccc(Cl)cc1)c1ccc(Cl)cc1	116
Cc1cc(NC(=O)NCCCOc2ccc(N3C(N)=NC(N)=NC3(C)C)cc2Cl)ccc1S(=O)(=O)F	29
COc1cc(C2CC(c3cc(OC)c(OC)c(OC)c3)=NN2)ccc1O (stereo unspecified)	108

Bioassay records from PubChem.
